Compound activity: PubChem BioAssay, Broad Institute
EZH2 inh – EZH2/PRC2 methyltransferase inhibitors, primary screen, biochemical, DELFIA time-resolved fluorescence, single point | hit rate 0.35% among 57,000 | PRC2 H3K27 methylation, DELFIA TRF, 1 h | inhibition, % at 12.5 µM | AID 651548, 2012;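 active = mean inhibition of replicates at least 50% and every single replicate also reaching 50%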;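 note: dimethyl H3K27 on biotinylated H3 21-44 peptide detected by antibody; plate controls were median neutral control wells for no effect and median positive control wells for full effect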
IDH1 R132H inh – inhibitors of IDH1 R132H reductase, primary screen, biochemical, plate reader, single point; inhibition, % at 10 µM; Isocitrate dehydrogenase [NADP] cytoplasmic (Homo sapiens), O75874; AID 624101, 2012; hit rate 0.18% among 70,000; diaphorase/resazurin fluorescence, 60 min; in the data active = inhibition above about 34%;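 note: 0% = DMSO and 100% = no enzyme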
Target sequence (O75874 whole entry R132H): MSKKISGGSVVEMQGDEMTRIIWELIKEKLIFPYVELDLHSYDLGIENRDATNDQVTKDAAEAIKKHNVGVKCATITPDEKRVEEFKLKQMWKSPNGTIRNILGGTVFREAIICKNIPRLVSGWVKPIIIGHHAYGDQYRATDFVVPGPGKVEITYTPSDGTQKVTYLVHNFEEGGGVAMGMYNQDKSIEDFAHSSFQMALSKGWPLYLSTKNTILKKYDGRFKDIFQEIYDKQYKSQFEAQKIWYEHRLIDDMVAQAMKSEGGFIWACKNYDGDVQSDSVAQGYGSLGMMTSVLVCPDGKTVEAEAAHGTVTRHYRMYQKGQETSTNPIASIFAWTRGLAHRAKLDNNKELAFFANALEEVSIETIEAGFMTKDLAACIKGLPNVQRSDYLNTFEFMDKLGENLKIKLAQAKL
Starred values were filed as active, the others as inactive.

How did COc1ccc(CN2C[C@H](C)[C@@H](OC)CN(C)C(=O)c3ccc(NC(=O)c4nc5ccccc5s4)cc3OC[C@H]2C)cc1 do in these assays?
EZH2 inh: -8; IDH1 R132H inh: -0.2

Results for C[C@@H]1CN([C@@H](C)CO)C(=O)c2cc(NC(=O)C3CCCCC3)ccc2O[C@@H](C)CCCCO[C@@H]1CN(C)Cc1ccc(C(F)(F)F)cc1 ?
IDH1 R132H inh: 0.4

What do the screens show for `CS(=O)(=O)N(CC(=O)NC1CC1)c1cccc(F)c1`?
EZH2 inh: 2; IDH1 R132H inh: 0.3

What do the screens show for `Cc1ccccc1S(=O)(=O)N[C@H]1CC[C@H](CCn2cc(Cc3ccccc3)nn2)O[C@@H]1CO`?
EZH2 inh: -4; IDH1 R132H inh: -0.3

Results for COc1ccc(NC(=O)c2ccc(OCC(=O)Nc3ccccc3F)cc2)cc1Cl ?
EZH2 inh: 11; IDH1 R132H inh: -0.2

What do the screens show for `COc1ccc(Cl)cc1N(CC(=O)Nc1ccc(C)c(C)c1)S(C)(=O)=O`?
EZH2 inh: -9; IDH1 R132H inh: 0.4

What do the screens show for `COc1cccc(CNC(=O)C[C@H]2CC[C@@H](NC(=O)C3CC3)[C@@H](CO)O2)c1`?
EZH2 inh: -4; IDH1 R132H inh: -0.2

What do the screens show for `C[C@@H]1CN([C@H](C)CO)C(=O)c2cc(NS(=O)(=O)c3cn(C)cn3)ccc2O[C@@H]1CN(C)Cc1ccc(Oc2ccccc2)cc1`?
IDH1 R132H inh: -2.1

Results for Cc1noc(C)c1NC(=O)Nc1ccc2c(c1)CC(=O)N([C@H](C)CO)C[C@H](C)[C@@H](CN(C)C)O2 ?
IDH1 R132H inh: 1.8

Results for Cc1ccc2cccc(S(=O)(=O)N3CCC(C(=O)O)CC3)c2n1 ?
IDH1 R132H inh: -0.3

What do the screens show for `C[C@H](CO)N1C[C@H](C)[C@@H](CN(C)C(=O)Nc2ccc(C(F)(F)F)cc2)OCc2cn(nn2)CCCC1=O`?
EZH2 inh: 3; IDH1 R132H inh: -0.4

Results for C[C@@H]1CCCCO[C@@H](CN(C)S(C)(=O)=O)[C@@H](C)CN([C@H](C)CO)C(=O)c2cc(NS(=O)(=O)c3ccccc3)ccc2O1 ?
IDH1 R132H inh: 1.1

Results for Cc1ccc(-c2cnc3c(c2)C(=O)N([C@@H](C)CO)C[C@@H](C)[C@H](CN(C)C)O3)cc1 ?
EZH2 inh: -1; IDH1 R132H inh: -1.1

How did COc1ccc(NC(=O)Nc2ccc3c(c2)C(=O)N([C@@H](C)CO)C[C@H](C)[C@H](CN(C)S(=O)(=O)c2ccc(C)cc2)OCCCC[C@H](C)O3)cc1 do in these assays?
IDH1 R132H inh: 0.2

How did C[C@H](CO)N1C[C@H](C)[C@@H](CN(C)C(=O)C2CCCCC2)Oc2ncc(C#CC3CCCC3)cc2C1=O do in these assays?
IDH1 R132H inh: -0.7

How did Fc1ccccc1CSc1nnc(-c2cnccn2)n1Cc1ccco1 do in these assays?
EZH2 inh: 2; IDH1 R132H inh: -0.4

What do the screens show for `COc1cccc(S(=O)(=O)N[C@@H]2CC[C@@H](CCn3cc(-c4ccccn4)nn3)O[C@H]2CO)c1`?
EZH2 inh: -6; IDH1 R132H inh: -0.6

Results for Cc1noc(C)c1S(=O)(=O)Nc1ccc2c(c1)C(=O)N([C@@H](C)CO)C[C@@H](C)[C@@H](CN(C)Cc1ccc(Oc3ccccc3)cc1)O2 ?
IDH1 R132H inh: 6.0

Results for Cc1ccc(Cl)c(OCC(O)Cn2cnc3cc(C)c(C)cc32)c1 (stereo not given) ?
EZH2 inh: -28; IDH1 R132H inh: 0.0

How did CO[C@H]1CN(C)C(=O)c2cc(NC(=O)NC(C)C)ccc2OC[C@H](C)N(C)C[C@H]1C do in these assays?
EZH2 inh: 3; IDH1 R132H inh: -0.1

Results for C[C@H]1CN([C@@H](C)CO)C(=O)c2c(c3ccccc3n2C)-c2ccccc2CO[C@@H]1CN(C)S(=O)(=O)c1ccc(C#N)cc1 ?
EZH2 inh: -67

What do the screens show for `O=C1C(=O)N(CCCn2ccnc2)C(c2ccccc2)C1C(=O)c1ccco1` (stereo not given)?
EZH2 inh: 8; IDH1 R132H inh: 2.4

Results for COc1c(O)c2c(=O)cc(OC)c3c4c(OC)cc(=O)c5c(O)c(OC)c(C[C@@H](C)OC(=O)c6ccccc6)c(c(c1C[C@@H](C)OC(=O)Oc1ccc(O)cc1)c23)c54 ?
IDH1 R132H inh: -0.7

How did C[C@@H]1CCCCO[C@@H](CN(C)C(=O)C2CCCCC2)[C@H](C)CN([C@H](C)CO)C(=O)c2cc(N(C)C)ccc2O1 do in these assays?
EZH2 inh: 6; IDH1 R132H inh: -0.6

Results for O=C(C[C@@H]1C=C[C@H](NS(=O)(=O)c2ccc(F)cc2)[C@@H](CO)O1)NCCN1CCCCC1 ?
EZH2 inh: 5; IDH1 R132H inh: 0.4

What do the screens show for `Cc1ccc(S(=O)(=O)Nc2ccc3c(c2)C(=O)N([C@H](C)CO)C[C@H](C)[C@@H](CN(C)C(=O)Nc2ccc4c(c2)OCO4)O3)cc1`?
IDH1 R132H inh: -1.3

What do the screens show for `C[C@H]1CN([C@@H](C)CO)C(=O)c2cc(NC(=O)Nc3ccccc3)ccc2O[C@@H]1CN(C)C(=O)Nc1cccc2ccccc12`?
IDH1 R132H inh: 0.3

How did C[C@H]1CCCCO[C@@H](CN(C)C(=O)Nc2ccc(F)cc2)[C@@H](C)CN([C@@H](C)CO)C(=O)c2cc(NS(=O)(=O)c3cccs3)ccc2O1 do in these assays?
IDH1 R132H inh: 0.6

Results for COCC#Cc1cnc2c(c1)C(=O)N([C@@H](C)CO)C[C@H](C)[C@@H](CN(C)C(=O)Nc1c(C)noc1C)O2 ?
EZH2 inh: -6; IDH1 R132H inh: -1.8

What do the screens show for `C[C@@H]1CN([C@H](C)CO)S(=O)(=O)c2ccc(/C=C/c3ccccc3)cc2O[C@@H]1CN(C)C(=O)c1ccccc1`?
IDH1 R132H inh: -0.2

Results for N#C[C@H]1[C@@H](c2ccc(C3=CCCCC3)cc2)[C@@H](CO)N1C(=O)NC1CCCCC1 ?
IDH1 R132H inh: -0.1

How did Cc1ccc(S(=O)(=O)Nc2ccc3c(c2)C(=O)N([C@@H](C)CO)C[C@H](C)[C@@H](CN(C)Cc2ccc(C(F)(F)F)cc2)OCCCC[C@@H](C)O3)cc1 do in these assays?
IDH1 R132H inh: -0.8

What do the screens show for `C=C1C(=O)O[C@@H]2C3=C(C)CC[C@]34O[C@@H](C[C@@H]4C)[C@H]12`?
EZH2 inh: 2; IDH1 R132H inh: 0.6

Results for O=C(CSc1nnc(-c2ccc(Br)cc2)o1)Nc1cccc(C(=O)N2CCOCC2)c1 ?
EZH2 inh: -5; IDH1 R132H inh: 0.1

How did CCCC#Cc1cnc2c(c1)C(=O)N([C@H](C)CO)C[C@H](C)[C@@H](CN(C)C(=O)C1CCCCC1)O2 do in these assays?
EZH2 inh: -14; IDH1 R132H inh: -1.5

What do the screens show for `O=C(C[C@H]1C=C[C@@H](NC(=O)CN2CCOCC2)[C@@H](CO)O1)NCCc1ccccc1`?
EZH2 inh: -1; IDH1 R132H inh: 0.1

How did O=C(C[C@@H]1CC[C@@H](NC(=O)C2CCOCC2)[C@H](CO)O1)Nc1nccs1 do in these assays?
EZH2 inh: 4; IDH1 R132H inh: 0.2

How did COc1ccc(OC)c(S(=O)(=O)N(C)CC(=O)Nc2ccc(C(F)(F)F)cc2)c1 do in these assays?
EZH2 inh: -4; IDH1 R132H inh: 3.0

How did COc1ccccc1-c1ccc2c(c1)O[C@H](CN(C)S(=O)(=O)c1ccccc1)[C@H](C)CN([C@@H](C)CO)S2(=O)=O do in these assays?
IDH1 R132H inh: -0.4

What do the screens show for `COc1ccccc1C#Cc1cnc2c(c1)C(=O)N([C@H](C)CO)C[C@@H](C)[C@@H](CN(C)S(=O)(=O)c1cn(C)cn1)O2`?
EZH2 inh: -1; IDH1 R132H inh: -0.4

Results for C[C@@H]1CCCCO[C@H](CN(C)S(=O)(=O)c2ccc(Cl)cc2)[C@H](C)CN([C@H](C)CO)C(=O)c2cc(NC(=O)C3CCCCC3)ccc2O1 ?
IDH1 R132H inh: 1.2

What do the screens show for `O=C(O)c1cccc(NS(=O)(=O)c2cc(S(=O)(=O)c3ccc(Cl)cc3)ccc2Cl)c1`?
EZH2 inh: -5; IDH1 R132H inh: 0.1

Results for Cc1ccc(S(=O)(=O)N2CCC[C@H]2Cn2cc(CN3C(=O)COC[C@H]3c3ccccc3)nn2)cc1 ?
EZH2 inh: -3

Results for C[C@@H]1CN([C@@H](C)CO)C(=O)c2cc(C#Cc3cccnc3)cnc2O[C@H]1CN(C)S(=O)(=O)c1ccccc1F ?
EZH2 inh: 3; IDH1 R132H inh: -7.1

How did C[C@@H]1CN([C@H](C)CO)C(=O)c2cc(-c3ccc(F)cc3)cnc2O[C@H]1CN(C)C(=O)CN(C)C do in these assays?
EZH2 inh: 6; IDH1 R132H inh: -2.9

What do the screens show for `CCCNC(=O)N(C)C[C@@H]1Oc2cc(C#Cc3ccccn3)ccc2S(=O)(=O)N([C@H](C)CO)C[C@@H]1C`?
EZH2 inh: 7; IDH1 R132H inh: -1.2

How did COc1ccc(S(=O)(=O)N[C@H]2C=C[C@@H](CC(=O)NCc3ccccc3F)O[C@H]2CO)cc1 do in these assays?
EZH2 inh: -2; IDH1 R132H inh: -0.3

What do the screens show for `O=C(C[C@H]1C[C@H]2c3cc(NC(=O)Nc4ccccc4)ccc3O[C@H]2[C@H](CO)O1)NCc1ccccc1`?
EZH2 inh: -1; IDH1 R132H inh: 1.2

What do the screens show for `CC(C)NC(=O)Nc1ccc2c(c1)C(=O)N([C@@H](C)CO)C[C@@H](C)[C@@H](CN(C)Cc1ccncc1)O2`?
IDH1 R132H inh: 0.4

Results for Cc1ccc(-c2ccc3c(c2)O[C@H](CN(C)C(=O)Nc2ccccc2)[C@@H](C)CN([C@H](C)CO)S3(=O)=O)cc1 ?
EZH2 inh: -7; IDH1 R132H inh: 0.6

How did O=C(N[C@H]1C=C[C@@H](CC(=O)N2CCCCC2)O[C@H]1CO)c1ccccn1 do in these assays?
EZH2 inh: 17; IDH1 R132H inh: 0.1

How did O=C(C[C@@H]1CC[C@@H](NS(=O)(=O)c2ccc(F)cc2)[C@H](CO)O1)N1CCC(Cc2ccccc2)CC1 do in these assays?
EZH2 inh: 7; IDH1 R132H inh: -0.3

How did COc1ccc([Si](C)(C)[C@H]2[C@H](CCO)O[C@@]3(C(=O)N(Cc4cccc(N5CCC5=O)c4)c4ccccc43)[C@@H]2C)cc1 do in these assays?
EZH2 inh: 39

How did CC(C)CC#Cc1ccc2c(c1)O[C@@H](CN(C)Cc1ccc(F)cc1)[C@@H](C)CN([C@@H](C)CO)S2(=O)=O do in these assays?
EZH2 inh: 31; IDH1 R132H inh: -7.8

How did COCC(=O)Nc1ccc2c(c1)C(=O)N(C)C[C@H](OC)[C@@H](C)CN[C@H](C)CO2 do in these assays?
EZH2 inh: -1

Results for C[C@@H]1CN([C@@H](C)CO)C(=O)c2cc(NC(=O)Nc3ccccc3)ccc2O[C@@H]1CN(C)Cc1ccncc1 ?
EZH2 inh: -11; IDH1 R132H inh: 0.2

What do the screens show for `CN(C)CC(=O)N1[C@H](C#N)[C@@H](c2ccc(C#CC3CCCCC3)cc2)[C@H]1CO`?
IDH1 R132H inh: -0.5

Results for COCc1cn(CC[C@@H]2CC[C@H](NC(=O)Nc3ccc(F)cc3)[C@H](CO)O2)nn1 ?
EZH2 inh: -4; IDH1 R132H inh: 0.3

How did CC(=O)CCc1c(C)[nH]c2ccccc2c1=O do in these assays?
IDH1 R132H inh: 0.0

Results for C[C@@H]1CCCCO[C@@H](CN(C)Cc2ccncc2)[C@H](C)CN([C@H](C)CO)C(=O)c2cc(NS(=O)(=O)c3cccs3)ccc2O1 ?
IDH1 R132H inh: 3.9

How did COc1ccc(C)cc1S(=O)(=O)N1CCC(C(=O)Nc2ccc3c(c2)OCCO3)CC1 do in these assays?
EZH2 inh: -7; IDH1 R132H inh: 0.1

How did Cc1nc(SCC(=O)Nc2ccc3c(c2)OCCO3)c2c3c(sc2n1)CCC3 do in these assays?
EZH2 inh: -10; IDH1 R132H inh: 1.0

Results for C[C@H]1CN([C@@H](C)CO)C(=O)c2cccc(NC(=O)NC3CCCCC3)c2O[C@@H]1CN(C)S(=O)(=O)c1ccc(Cl)cc1 ?
IDH1 R132H inh: -0.1

Not all compounds are listed; the hit share may differ from the screen's.
